RBX1-CUL1 inh: blocks human RBX1-Cullin-1 di-ubiquitin formation; inhibition, % at 10 µM; 0.6% of 140,000 active; in vitro K48 di-Ub FRET, acceptor:donor ratio, 45 min; P62877+Q13616; in the data active = inhibition above about 25%
Target sequence (P62877 whole entry, looked up): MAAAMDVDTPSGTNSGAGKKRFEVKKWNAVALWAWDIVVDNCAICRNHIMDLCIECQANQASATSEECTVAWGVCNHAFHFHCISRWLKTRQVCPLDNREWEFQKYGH
Target sequence (Q13616 whole entry, looked up): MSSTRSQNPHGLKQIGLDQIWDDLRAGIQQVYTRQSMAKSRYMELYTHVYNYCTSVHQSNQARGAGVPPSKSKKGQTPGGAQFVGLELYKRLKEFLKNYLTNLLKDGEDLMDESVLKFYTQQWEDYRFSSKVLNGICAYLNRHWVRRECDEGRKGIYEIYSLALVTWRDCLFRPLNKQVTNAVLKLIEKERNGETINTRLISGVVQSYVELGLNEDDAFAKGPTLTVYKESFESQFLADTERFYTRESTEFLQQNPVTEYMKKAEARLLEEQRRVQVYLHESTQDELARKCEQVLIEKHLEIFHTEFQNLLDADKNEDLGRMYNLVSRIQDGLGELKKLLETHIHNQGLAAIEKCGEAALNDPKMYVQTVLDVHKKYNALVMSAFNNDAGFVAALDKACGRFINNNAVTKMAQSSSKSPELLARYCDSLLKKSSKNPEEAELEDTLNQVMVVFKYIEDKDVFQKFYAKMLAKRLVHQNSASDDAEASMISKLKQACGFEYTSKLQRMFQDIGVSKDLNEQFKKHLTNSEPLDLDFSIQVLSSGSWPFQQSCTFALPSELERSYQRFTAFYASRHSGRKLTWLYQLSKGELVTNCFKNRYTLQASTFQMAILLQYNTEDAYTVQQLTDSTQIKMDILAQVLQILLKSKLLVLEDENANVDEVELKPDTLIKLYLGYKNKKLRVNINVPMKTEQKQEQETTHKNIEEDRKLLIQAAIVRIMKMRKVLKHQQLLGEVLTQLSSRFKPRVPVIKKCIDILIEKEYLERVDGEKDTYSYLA
Numbers without * were called inactive. This is a subset. The share of hits here may be higher or lower than overall.

SMILES	RBX1-CUL1 inh
Cc1ccc(NC(=O)C(C)Sc2nnc(COc3ccc4ccccc4c3)n2C)cc1 (configuration not stated)	-3
CCN1CCN(Cc2c(C)[nH]c3cc(C)cc(C)c3c2=O)CC1	6
CCOC(=O)C1C(c2ccc(Br)cc2)NC(=O)NC1(O)C(F)(F)F (configuration not stated)	5
COc1cccc(CNC(=O)CN2C(=O)CSc3c2c(C)nn3-c2ccccc2)c1	-1
COCCNC(=O)c1cc2c(=O)n3ccccc3nc2n(CCO)c1=N	13
Cc1nn2c(=O)cc(COC(=O)Cc3ccccc3)nc2s1	-2
CCOC(=O)c1cc(C)n(CC2CCC(C(=O)Nc3ccc(OCC)cc3)CC2)c1C (configuration not stated)	-4
CN(CC(=O)O)S(=O)(=O)c1cccc2cccc(Cl)c12	3
CCCCNC(=O)c1cnc2sc(N3CCCCCC3)nn2c1=O	9
CN(CCc1ccccc1)C(=O)c1nc2sccn2c1CN1CCN(CC2CC2)CC1	-6
C=CCOc1ccc2ccc(=O)oc2c1	9
COc1ccc(OC)c(NC(=O)c2cc3cccc(OC)c3oc2=O)c1	7
CCCCn1c(=O)c2c(nc3n(-c4ccccc4N)c(C)cn23)n(C)c1=O	4
CCn1cc(CN2CCCC(CO)(CCc3ccccc3)C2)c(C)n1 (configuration not stated)	5
COc1ccc(Cn2ccc3nc(C)c(C(=O)N4CCN(c5cccc(OC)c5)CC4)cc3c2=O)cc1	2
CC1=CC=CN2C(=O)C(C=NCc3ccccc3)C(=NCCO)N=C12 (configuration not stated)	3
CCCCNC(=O)c1cnc2sc(N3CCCCC3)nn2c1=O	5
CC(=O)N1CCN(S(=O)(=O)c2ccc(C(=O)NC3CC3)cc2)CC1	-5
CC(C)(C)OC(=O)N1CCC2(CC1)CC(N1CCC(N3CCCCC3)CC1)CO2 (configuration not stated)	3
CCOC(=O)C1=C(C)N=c2s/c(=C/c3ccc(-c4ccc(Cl)cc4[N+](=O)[O-])o3)c(=O)n2C1c1ccc(N(C)C)cc1 (configuration not stated)	-7
Cc1ccc(-n2c(SCC(=O)OC3CCCCC3)nnc2-c2ccncc2)cc1	-9
NC(=O)C1CCCN(c2ccc(-c3nc(CCCc4ccccc4)no3)cn2)C1 (configuration not stated)	-6
Cc1cccn2c(=O)c3cc(C(=O)NCc4cccnc4)c(=N)n(CCCO)c3nc12	1
C=CCc1ccc(OCC(O)CO)c(OC)c1 (configuration not stated)	6
CC(C)(C)C1CCc2c(sc(NC(=O)COc3ccccc3)c2C(N)=O)C1 (configuration not stated)	-7
CCCCNC(=O)NCc1cccnc1	-12
Cc1cccc(N2CC(C(=O)Nc3c(C)cccc3C)CC2=O)c1 (configuration not stated)	-16
CC(C)c1nccn1CCCNC(=O)c1ccc(N2CCCO2)nc1	8
Oc1cccnc1Sc1cccc(C(F)(F)F)c1	17
O=C1c2ccccc2C2OCCCCN12 (configuration not stated)	2
CCOc1ccc(NC(=O)CC2C(=O)N(c3ccc(C)cc3)C(=O)N2C2CCCCC2)cc1 (configuration not stated)	-11
O=c1[nH]c2ccccc2c(=O)n1CCSc1ccccn1	6
Cc1cccc(OCC(=O)Nc2ccccc2C(=O)OCc2cc(=O)n3ccsc3n2)c1	-15
Cc1nnc(NCc2ccccc2)c2c1nnn2Cc1ccccc1Cl	1
CN1CCC(=C(c2ccccc2)c2ccc(Br)cc2)CC1	1
COc1ccccc1NC(=S)NC(=O)CC(C)C	-4
CCN=C1c2ccccc2OC(=O)C1NC(=O)c1cc(OCC)c(OCC)c(OCC)c1 (configuration not stated)	-15
O=C(CN(Cc1ccc(Cl)c(Cl)c1)S(=O)(=O)c1ccc(Cl)cc1)N1CCCCC1	5
COc1ccc(NC(=O)c2sc3nc4ccc(C)cc4cc3c2N)c(OC)c1	-2
COc1cc(C2c3c(n[nH]c3-c3ccccc3)OC(=N)C2C#N)ccc1OCc1ccc(F)cc1 (configuration not stated)	9
Cc1cc(C)c(NC(=O)Cn2c(=O)n(CCC(=O)NCc3ccccc3Cl)c(=O)c3sccc32)c(C)c1	-2
CCOc1cc(S(=O)(=O)n2ccnc2C)ccc1Br	-4
COc1cc2c(c(OC)c1)C(c1cc(OC)c(OC)c(OC)c1)CC(=O)N2 (configuration not stated)	1
O=C(NCCN1CCCC1)c1ccc(Cl)cc1	6
C/C(=N/NC(=O)c1c[nH]c2ccccc12)c1cccc(NC(=O)C2CC2)c1	8
COc1ccccc1OCCn1c(NC(=O)c2ccc(Cl)cc2)nc2ccccc21	0
COc1ccc(CN2C(=O)c3oc4ccccc4c(=O)c3C2c2ccc(O)c(OC)c2)cc1 (configuration not stated)	7
Cc1ccccc1-n1c(C)cn2c3c(=O)n(C)c(=O)n(C)c3nc12	-2
FC(F)(F)c1nnc2sc(-c3cnn(-c4ccccc4)c3-c3ccccc3)nn12	4
CC(C)(O)C(=O)NC1CCCc2c1cnn2-c1ccc(C(C)(C)C)cc1 (configuration not stated)	8

Going on with the list:
SMILES	RBX1-CUL1 inh
CN(C)c1nc(SCC(N)=O)nc(N(C)C)n1	7
COc1cccc(C(=O)Nc2nc(-c3nnn(-c4ccccc4C(F)(F)F)c3C)ns2)c1	-9
CCOC(=O)C1=C2SCC(=O)N2C(=N)C(C#N)C1 (configuration not stated)	-1
O=C(NNC(=O)c1ccc(-c2ccccc2)cc1)Nc1ccccc1	5
COC(=O)c1ccc(Cl)c(-c2ccc(/C=N/NC(=O)Cc3ccccc3)o2)c1	-5
C=CCn1c(CNc2ccccc2)nnc1SC(C)C(=O)N/N=C/c1ccc(Cl)cc1 (configuration not stated)	0
COc1ccc(C2c3c(n[nH]c3C)OC(=N)C2C#N)cc1OCc1ccc(C(=O)OCC(C)C)cc1 (configuration not stated)	-3
CC(C)(C)C1CCc2c(sc(NC(=O)COc3ccc(Cl)cc3Cl)c2C#N)C1 (configuration not stated)	2
COc1ccccc1C(=O)N[C@@H]1c2ccccc2C2(CCN(C(=O)c3ccc(C)cc3C)CC2)[C@H]1OC	3
O=C(NCc1cccc(Cl)c1)c1oc(=O)c2ccccc2c1-c1ccccc1	-2
NC(=O)c1c(-c2ccccc2)csc1NC(=O)c1cc([N+](=O)[O-])ccc1Cl	-2
O=C(NCc1ccncc1)c1c(F)c(F)c(F)c(F)c1F	-2
COc1ccc(-c2oc3ncn4nc(-c5ccccc5Br)nc4c3c2-c2ccc(OC)cc2)cc1	13
COc1ccccc1NC(=O)c1c(NCc2ccc(C)o2)sc2c1CCCCC2	24
CCOc1cc(CNC(C)(C)CO)ccc1OCC(=O)NC1CCCCC1	-1
CCCCCCOc1ccc(N=C(CC)C(CC)=Nc2ccc(OCCCCCC)cc2)cc1	-3
CC(C(=O)OC(C)(C)C)C1=NC(=O)C(c2ccc3ccccc3c2)N1C (configuration not stated)	5
CC(C)Oc1ccc(-c2cc(C(=O)O)c3cc(Br)ccc3n2)cc1	1
CCOc1ccccc1NC(=O)Cn1c(=O)n(Cc2ccc(C(=O)NCCCOC)cc2)c(=O)c2ccccc21	2
CCOC(=O)C1(Cc2ccccc2)CCCN(S(=O)(=O)c2ccc(OC)cc2)C1 (configuration not stated)	-1
Cc1[nH]nc2c1C(c1csc([N+](=O)[O-])c1)C(C#N)C(=N)O2 (configuration not stated)	-1
CCOc1ccccc1NC(=O)CSc1nc2cc(OC)c(OC)cc2c2nc(CCn3c(C)nc4ccccc43)nn12	3
O=C(C1CCCC1)N1CCN(S(=O)(=O)c2ccc(F)cc2)CC1	-6
CCOc1cccc(-c2cc(C(=O)N/N=C/c3cc(C(C)(C)C)c(O)c(C(C)(C)C)c3)c3ccccc3n2)c1	-8
O=C1CCC(CCNCc2cc3c(cc2Cl)OCO3)N1Cc1cccc(F)c1 (configuration not stated)	-8
COc1ccc(N2CCN(c3ccc(NC(=O)Oc4ccccc4)cc3)CC2)cc1	-1
CC(OC12CCCCC1C(c1ccccc1)C2(C#N)C#N)c1ccccc1 (configuration not stated)	-3
CN(CC(=O)NC1CCCN(Cc2ccccc2F)C1)Cc1cccnc1 (configuration not stated)	7
O=S(=O)(Nc1ccc(-c2ccc(N3CCCC3)nn2)cc1)c1ccc(C(F)(F)F)cc1	-12
CC1CCN(CCC(=O)Nc2ccc(OC(F)(F)Cl)cc2)CC1	-7
CC(C)NC(=O)C1CCCN(C2CCN(Cc3ccccc3)CC2)C1 (configuration not stated)	-2
O=C(NCc1ccccc1F)c1ccc(CN2CC(=O)N3CCCCC3C2=O)cc1 (configuration not stated)	9
CCCCC1S/C(=N/N=C/c2cc(C)ccc2OS(=O)(=O)c2ccccc2)NC1=O (configuration not stated)	-7
O=C(N/N=C/c1ccc([N+](=O)[O-])o1)c1ccc(NC(=O)C2CCCCC2)cc1	7
Nc1nc2c(s1)C(=O)CC(c1ccccc1)C2 (configuration not stated)	6
CCNC(=O)COc1ccc(S(=O)(=O)NCC(C)C)cc1C	0
COc1ccc(-c2c3c(=O)n(C)c(=O)n(C)c3c3c(C)nc4ccccc4n23)cc1	2
O=C(NCc1ccccc1)c1cc2ccccc2o1	4
Cc1cc(C)cc(N2C(=O)CCSC23C(=O)N(Cc2ccccc2)c2ccccc23)c1 (configuration not stated)	1
COc1ccc(CC(=O)N2N=C(C)CC2(O)C(F)(F)F)cc1 (configuration not stated)	-3

A section of the results above:
SMILES	RBX1-CUL1 inh
CCOc1cccc(-c2cc(C(=O)N/N=C/c3cc(C(C)(C)C)c(O)c(C(C)(C)C)c3)c3ccccc3n2)c1	-8
O=C1CCC(CCNCc2cc3c(cc2Cl)OCO3)N1Cc1cccc(F)c1 (configuration not stated)	-8
COc1ccc(N2CCN(c3ccc(NC(=O)Oc4ccccc4)cc3)CC2)cc1	-1
CC(OC12CCCCC1C(c1ccccc1)C2(C#N)C#N)c1ccccc1 (configuration not stated)	-3
CN(CC(=O)NC1CCCN(Cc2ccccc2F)C1)Cc1cccnc1 (configuration not stated)	7
O=S(=O)(Nc1ccc(-c2ccc(N3CCCC3)nn2)cc1)c1ccc(C(F)(F)F)cc1	-12
CC1CCN(CCC(=O)Nc2ccc(OC(F)(F)Cl)cc2)CC1	-7
CC(C)NC(=O)C1CCCN(C2CCN(Cc3ccccc3)CC2)C1 (configuration not stated)	-2
O=C(NCc1ccccc1F)c1ccc(CN2CC(=O)N3CCCCC3C2=O)cc1 (configuration not stated)	9
CCCCC1S/C(=N/N=C/c2cc(C)ccc2OS(=O)(=O)c2ccccc2)NC1=O (configuration not stated)	-7
O=C(N/N=C/c1ccc([N+](=O)[O-])o1)c1ccc(NC(=O)C2CCCCC2)cc1	7
Nc1nc2c(s1)C(=O)CC(c1ccccc1)C2 (configuration not stated)	6
CCNC(=O)COc1ccc(S(=O)(=O)NCC(C)C)cc1C	0
COc1ccc(-c2c3c(=O)n(C)c(=O)n(C)c3c3c(C)nc4ccccc4n23)cc1	2
O=C(NCc1ccccc1)c1cc2ccccc2o1	4
Cc1cc(C)cc(N2C(=O)CCSC23C(=O)N(Cc2ccccc2)c2ccccc23)c1 (configuration not stated)	1
COc1ccc(CC(=O)N2N=C(C)CC2(O)C(F)(F)F)cc1 (configuration not stated)	-3

Other structures
SMILES	RBX1-CUL1 inh
O=C(c1ccccn1)N1CCCC(CCc2ccc(F)c(F)c2)C1 (configuration not stated)	-9
COc1ccc(NC(=O)c2oc3ccccc3c2NC(=O)c2cc3ccccc3o2)cc1	-10
O=C(O)CSc1cc(NS(=O)(=O)c2ccc(Br)cc2)c2ccccc2c1O	102*
COc1ccc(C2=C(N3CCN(c4cccc(C)c4C)CC3)c3ccccc3C2=O)cc1	-1
O=C(NCCc1c[nH]c2ccccc12)c1c(F)cccc1F	5
CN(Cc1c(C(=O)N2CCCCCCC2)nc2ccc(Cl)cn12)C1CCOC1 (configuration not stated)	7
CCCCc1ccc(NC(=O)C23CCC(C)(C(=O)C2=O)C3(C)C)cc1 (configuration not stated)	11
CCOC(=O)N1CCC(NC(=O)c2ccc3c(c2)N(Cc2cc(C)ccc2C)C(=O)c2ccccc2S3=O)CC1 (configuration not stated)	-3
COc1ccc(N(C(=O)c2cc(OC)c(OC)c(OC)c2)S(=O)(=O)c2ccc(C)cc2)cc1	0
O=C(/C=C/c1ccccc1)Oc1cccc2c1C(=O)c1ccccc1C2=O	-5
CCN(CCCNC(=O)c1cc2cc3ccc(OC)cc3nc2s1)c1ccccc1	-9
O=C1CN(C(=O)C2CCCCC2)C(c2ccccc2)c2cc(F)ccc2N1 (configuration not stated)	-11
O=C(Nc1ccc(F)cc1)N1CCN(c2ccccc2F)CC1	-9
O=C(c1nc2ccc(Cl)cn2c1CN1CCCCCC1)N1CCc2ccccc2C1	11
Cc1cccn2c(CNCCc3nc4ccccc4[nH]3)c(C(=O)N3CCOCC3)nc12	7
Cc1cc(C)c2nc(-c3ccncc3)oc(=O)c2c1	-3
O=C(COC(=O)c1cc(=O)[nH]c2ccc(Br)cc12)c1ccc(Br)cc1	-2
CCOC(=O)c1cccc(Nc2cc(C)nc3ccc(C)cc23)c1	2
Cc1ccc(C(=O)COc2ccc(-c3cnc4ccccc4n3)cc2)cc1	-4
CCN1CCCC1CN(CC1CCN(CCOC)CC1)C(=O)c1ccccn1 (configuration not stated)	10
CN1CCN(c2c(F)cc3c(=O)c(C(=O)Nc4ccc(F)c(F)c4)cn4c3c2OCN4C)CC1	18
COc1cccc(NS(=O)(=O)c2ccc3c(c2)C(=O)C(C(=O)NC(C)c2ccccc2)C=N3)c1 (configuration not stated)	-3
COCc1ccc(C(=O)Nc2ccc(-c3nc(CNC(=O)C(C)Oc4ccccc4)c(C)o3)cc2)o1 (configuration not stated)	10
Cc1c(CN2CCC(CO)(CC3CCCCO3)CC2)cnn1C (configuration not stated)	5
CCNc1nc(NC(C)C)nc(N(C#N)Cc2ccccc2)n1	3
CSc1ccccc1NC(=O)N1CCC(CO)(Cc2cccc(F)c2)CC1	1
CCCNCc1ccc(OCCO)cc1	6
Cc1cc([N+](=O)[O-])ccc1N=Cc1cccc2ccccc12	3
Cc1ccc2c(C(=O)CSc3ccccc3)c(C)[nH]c2c1	-5
C#CC(C)(CC)NC(=O)c1cc2cc(OC)ccc2oc1=O (configuration not stated)	5
CS(=O)(=O)c1ncc(-c2ccc(Br)cc2)cn1	3
O=C1c2cccc3cccc(c23)C(=O)N1CCN1CCN(CC(O)COc2ccc(C3CCCCC3)cc2)CC1 (configuration not stated)	-7
